PI5P4Ka inh: PI5P4K alpha (human) kinase inhibition; P48426; PI5P4Kalpha enzyme, ADP-Glo luminescence, 60 min; active compounds read low; max response, %; hit rate 1.2% among 330,000; AID 652105; active = max response of -50% or lower; inconclusive = between -30% and -50%; inactive = -30% or higher; note: value at the top dose of about 77 µM; % is set by controls: 0 for no effect and ±100 for the full control effect
Target sequence (P48426 whole entry, looked up): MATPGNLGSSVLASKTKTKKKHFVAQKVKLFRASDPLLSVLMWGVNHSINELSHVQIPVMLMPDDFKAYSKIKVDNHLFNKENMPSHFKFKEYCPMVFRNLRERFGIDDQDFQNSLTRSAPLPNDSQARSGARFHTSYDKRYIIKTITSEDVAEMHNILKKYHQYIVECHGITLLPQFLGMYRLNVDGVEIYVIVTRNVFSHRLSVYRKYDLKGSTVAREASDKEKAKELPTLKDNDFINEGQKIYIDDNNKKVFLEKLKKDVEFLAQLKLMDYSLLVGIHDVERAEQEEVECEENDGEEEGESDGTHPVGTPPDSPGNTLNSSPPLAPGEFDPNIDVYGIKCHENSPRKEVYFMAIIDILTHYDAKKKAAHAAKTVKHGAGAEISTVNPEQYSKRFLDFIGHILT
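PI5P4Kalpha ADP-Glo assay; 5 microM ATP final; 60 min RT reaction; HEPES pH 7.4/EGTA/CHAPS, 5% DMSO; controls lacking substrate or enzyme; luminescent end-point.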
CCT modulator: changes cytosolic chaperonin activity. purified chaperonin ATPase assay, HTRF ADP detection, 30 min. activity change, % (no concentration beside the values), hits read low. hit rate 0.3% among 360,000; in the data active = activity change below about -30%; note: % is set by controls: 0 for no effect and ±100 for the full control effect
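We incubate TRiC, 40 or 20 nM final, with library compounds at 76 uM and 10 uM ATP for 30 min at 37 °C. ADP formed is detected with Transcreener HTRF reagents after 30 min at room temperature.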
EPAC1 antagonist: antagonists of human EPAC1; EPAC1 GEF assay, Rap1b-BODIPY-GDP exchange fluorescence; Potency, µM (doses to about 115 µM), inactives show top-dose activity change, negative = inhibition, usual class: inhibitors; hit rate 0.14% among 360,000; AID 720709;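 note: potency is the fitted concentration of half-maximal effect; plate controls were vehicle for no effect and positive control for full effect; nearly all actives have a fitted effect of over 50% in size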
EPAC2 antag: EPAC2 (human) antagonism; Q8WZA2; EPAC2 GEF exchange of Rap1B-BODIPY-GDP, fluorescence; Potency, µM (titrated, usually from 114 µM), inactives show at the highest dose activity, negative = inhibition, most hits filed as inhibitors; hit rate 0.18% among 360,000; AID 720708; note: potency is the fitted concentration of half-maximal effect; % is set by controls: 0 for no effect and ±100 for the full control effect; nearly all actives have a fitted effect of over 45% in size; many of its hits are not listed in these tables
EPAC1 agonist: EPAC1 (human) agonism; EPAC1 agonist qHTS, biochemical assay; response scale: 100% = response to 6.5 mM cAMP; Potency, µM (doses to about 154 µM), without a hit: top-dose activation, actives largely listed as activators; hit rate 0.073% among 360,000; AID 720707; note: potency is the fitted concentration of half-maximal effect; nearly all actives have a fitted effect of over 60% in size
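EPAC1 100 nM, Rap1B–BODIPY-GDP 250 nM, unlabeled GDP 50 uM; compound titration; 5 min RT; kinetic read ex480/em540 at 5-min intervals ×30 min; data normalized to 6.5 mM cAMP agonist control.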
WRN inhibitor: blocks human WRN helicase; Potency, µM (series often up to 114 µM), inactives show top-dose activity change, negative = inhibition, most hits filed as inhibitors; AID 651768; WRN helicase unwinding, fluorescent forked duplex, kinetic; hit rate 0.46% among 360,000; Q14191; note: potency is the fitted concentration of half-maximal effect; % is set by controls: 0 for no effect and ±100 for the full control effect; nearly all actives have a fitted effect of over 55% in size
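Screening of the MLSMR collection measured strand separation of a quenched forked DNA duplex (100 nM) by 20 nM WRN with 2 mM ATP, all final. Compounds were preincubated with enzyme 15 min at room temperature.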
Mm-Cpn inhibitor: M. maripaludis TRiC chaperonin inhibition | purified Mm-Cpn ATPase, ADP Transcreener TR-FRET | Potency, µM (top dose mostly 76.9 µM), for inactives: at the top dose activity, negative = inhibition, most hits filed as inhibitors | hit rate 0.031% among 330,000 | AID 504842; note: potency is the fitted concentration of half-maximal effect; % is set by controls: 0 for no effect and ±100 for the full control effect; nearly all actives have a fitted effect of over 80% in size
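Measured: ADP formation by purified Mm-CPN. Conditions: 25 nM protein, 10 uM ATP, Tris pH 7.4 with Mg2+, K+ and DTT, 37°C for 30 min. Detection: Transcreener HTRF after 30 min at room temperature.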
PLK1 PBD block: PLK1 (human) polo-box domain binding inhibition. hit rate 2.8% among 360,000. Plk1 PBD binding of FITC phosphopeptide, fluorescence polarization. P53350. Potency, µM, without a hit: max response, negative = inhibition, actives largely listed as inhibitors; note: potency is the fitted concentration of half-maximal effect; series mostly up to about 57 µM; % is set by controls: 0 for no effect and ±100 for the full control effect; nearly all actives have a fitted effect of over 65% in size
Target sequence (P53350 whole entry, looked up, the tested form may be a part): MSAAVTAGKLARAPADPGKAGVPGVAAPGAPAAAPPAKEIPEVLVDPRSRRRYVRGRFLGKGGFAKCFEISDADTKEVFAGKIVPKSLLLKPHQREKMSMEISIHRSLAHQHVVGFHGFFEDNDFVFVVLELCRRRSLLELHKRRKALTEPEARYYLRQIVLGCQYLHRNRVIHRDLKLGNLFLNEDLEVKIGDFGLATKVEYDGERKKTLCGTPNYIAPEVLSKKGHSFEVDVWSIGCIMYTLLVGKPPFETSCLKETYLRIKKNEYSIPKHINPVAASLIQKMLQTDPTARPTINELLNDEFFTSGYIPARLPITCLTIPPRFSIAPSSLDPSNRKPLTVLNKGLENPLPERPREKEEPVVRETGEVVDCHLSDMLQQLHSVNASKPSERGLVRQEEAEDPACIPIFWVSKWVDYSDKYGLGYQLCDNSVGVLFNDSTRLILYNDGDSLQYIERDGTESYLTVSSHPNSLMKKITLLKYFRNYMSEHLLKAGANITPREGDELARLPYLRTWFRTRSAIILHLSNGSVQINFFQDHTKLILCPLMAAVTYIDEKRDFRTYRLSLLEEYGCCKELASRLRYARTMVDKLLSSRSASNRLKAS
* marks the source's active call; other numbers are inactive results; ? = inconclusive; nt = no result given; [ ] = dose if it differs, or a comment. Unless noted, calls come from the whole dose curve; as a rule, active = well fitted curve in the direction sought with a large enough effect; inconclusive = small, poorly fitted or top-dose-only effect, or another doubt; inactive = no such curve, though single readings can be large; an effect the other way counts as inactive or inconclusive. Some of the compounds tested. The share of hits here may be higher or lower than overall.

molecule,EPAC1 antagonist,EPAC1 agonist,PI5P4Ka inh,CCT modulator,Mm-Cpn inhibitor,WRN inhibitor,EPAC2 antag,PLK1 PBD block
COc1ccccc1OCC(=O)N(Cc1nc(-c2ccccc2)no1)C(C)C,-1.6%,-18.1%,0.0,3.2,2.6%,-0.4%,12.8%,-14.2%
O=C1CCCN1Cc1ncnn1-c1ccccc1,8.0%,-4.9%,-1.8,-0.3,-8.2%,2.5%,-2.1%,3.8%
COCCn1c(N2CCN(c3ccc(OC)cc3)CC2)nc2c1c(=O)[nH]c(=O)n2C,9.2%,4.2%,5.6,1.6,0.5%,-12.2%,4.2%,-25.1%
CCOc1ccc(NC(=O)COn2nnc3ccc(S(=O)(=O)N4CCOCC4)cc32)cc1,-19.2%,9.6%,4.1,-4.2,-1.3%,-2.8%,-0.4%,-15.5%
O=C(c1ccc(N2CCCC2)c([N+](=O)[O-])c1)N1CCN(S(=O)(=O)c2ccccc2)CC1,1.6%,14.2%,-0.8,-1.1,2.8%,-3.6%,-6.5%,1.2%
CC(=O)N1CCN(C(=O)CNc2cc(C(F)(F)F)ccc2OCC(F)(F)F)CC1,15.8%,-7.2%,4.7,0.8,1.9%,-15.2%,3.5%,-4.4%
O=C(Nc1ccc2c(c1)OCCO2)C1CCN(c2cnccn2)CC1,-12.8%,7.4%,nt,-1.8,1.1%,-2.0%,2.8%,-6.9%
O=C(O)c1ccccc1CSc1nc2ccccc2s1,0.9%,5.2%,?,-1.7,1.1%,?,-8.4%,8.44µM*
CC1CCCCN1C(=O)c1c([N+](=O)[O-])cnn1C (stereo not given),4.0%,-3.4%,-2.9,-2.1,2.6%,8.4%,2.5%,-0.3%
Cc1ccccc1CNC(=O)CCC(=O)N1CCOc2ccc(Cl)cc21,-7.5%,-15.4%,-0.5,-1.5,-2.8%,3.2%,-8.7%,-17.0%
CCOC(=O)N1CCN(c2ccc(Cl)c(Cl)c2)CC1,0.4%,5.6%,nt,-0.4,-0.7%,5.9%,2.7%,-2.4%
COc1ccccc1N(CC(=O)NCCSCc1ccccc1Cl)S(C)(=O)=O,-7.2%,-26.8%,-0.1,1.8,1.8%,-0.9%,0.4%,2.5%
CCCCn1c(NCc2ccc3c(c2)OCO3)nc2ccccc21,-17.7%,-8.4%,15.0,-3.8,0.0%,5.5%,-4.0%,-9.5%
O=C(/C=C/N1CCOCC1)c1coc2ccccc12,6.7%,5.7%,-12.8,-1.8,-16.2%,1.1%,1.7%,-6.5%
CCN(Cc1nc(-c2ccccc2)no1)C(=O)COc1cccc(OC)c1,-24.8%,7.6%,3.4,-29.5,-0.7%,-14.1%,?,-8.1%
Cc1ccc(C)n1-c1nccc(-c2ccco2)n1,-18.1%,1.2%,1.4,3.7,-4.8%,-0.2%[57.1 µM],-10.9%,5.1%
COc1ccc(-c2nsc3c(SCc4ccccc4)ncnc23)cc1,4.1%,0.9%,18.6,-6.9,0.4%,-0.7%,5.1%,-2.8%
C/C(=N\NC(=O)c1cc(C(C)(C)C)[nH]n1)C12CC3CC(CC(C3)C1)C2,11.2%,-13.8%,-7.3,-4.8,-0.8%,4.1%,-4.0%,16.8µM*
COc1cccc(C(=O)N(Cc2cc3cc(C)ccc3[nH]c2=O)CC2CCCO2)c1 (stereo not given),0.4%,9.0%,-0.9,-2.0,-0.1%,4.5%,-2.9%,-7.2%
COc1ccccc1C(=O)C1CCCN(Cc2ccc(Oc3ncccn3)cc2)C1 (stereo not given),-15.8%,7.8%,0.0,-5.7,0.7%,0.8%,-2.9%,-8.8%
CCn1c(SCC(=O)c2ccc(Cl)cc2)nnc1-c1cccs1,-3.2%,0.4%,-9.1,0.0,0.7%,10.8%,9.4%,?
Cc1ccc(S(=O)(=O)NC(=O)Nc2c(C)n(C)n(-c3ccccc3)c2=O)cc1,11.2%,-8.8%,nt,-1.2,0.2%,7.2%,7.0%,-3.7%
Cc1cc(C(=O)N/N=C/c2cccs2)no1,1.2%,-4.0%,-0.8,-3.7,-2.4%,-4.6%,1.6%,-1.5%
CCOc1ccc(S(=O)(=O)N2CCCC(C(=O)N3CCOCC3)C2)cc1 (stereo not given),-28.2%,-3.4%,7.7,-1.3,-0.3%,-0.8%,-1.6%,-3.6%
Cc1sc2nc(CN3CCOCC3)nc(NS(=O)(=O)c3ccccc3)c2c1C,-6.7%,12.3%,-3.5,-6.9,0.0%,-8.4%,-3.7%,2.1%
CC(c1ccccc1)C(NC(=O)OCC1c2ccccc2-c2ccccc21)C(=O)O (stereo not given),-14.0%,-1.3%,27.3,2.0,-0.4%,-3.5%,8.8%,-1.4%
Cc1ccc(CN2CC(C(=O)NC(c3nc4ccccc4[nH]3)C(C)C)CC2=O)cc1 (stereo not given),-17.9%,1.0%,-6.0,-1.2,-0.7%,4.2%,1.8%,-8.5%
Cc1ccc(S(=O)(=O)N(CC(=O)NCC2CCCO2)Cc2cccc(C)c2)cc1 (stereo not given),-17.3%,2.7%,-3.8,-0.8,1.6%,-29.1%,-0.4%,-5.7%
CCCCNc1nc2c(-c3ccccc3)nnn2c2ccccc12,9.4%,2.9%,2.2,0.5,-0.1%,1.0%,-0.8%,3.9%
Nn1c(Cc2cccc3ccccc23)nnc1SCc1c(Cl)cccc1Cl,-8.6%,20.1%,11.9,-0.9,-0.6%,-21.2%,-15.7%,-17.8%
CCOc1ccc(NC(C)c2cc(Cl)ccc2O)cc1 (stereo not given),-15.8%,6.2%,5.6,0.0,3.3%,-14.5%,-6.3%,-2.8%
O=C(Nc1nc(NC(=O)c2ccco2)n(-c2ccccc2)n1)c1ccccc1,9.8%,-19.6%,nt,2.2,-0.7%,33.4%,8.4%,-0.5%
O=c1[nH][nH]c(-c2ccccc2O)c1C(C[N+](=O)[O-])c1ccccc1 (stereo not given),9.6%,-10.8%,-7.3,-1.1,1.1%,-10.7%,-20.3%,-9.3%
O=C(c1ccccc1)c1nn(-c2cccc(Cl)c2)c2nc(-c3ccccc3)cc(=O)n12,-9.1%,-3.2%,2.4,-2.3,-0.8%,1.5%,5.7%,-8.3%
CC(C)(C)C(=O)N1CCCC1C(=O)O (stereo not given),3.1%,5.8%,-1.8,-1.7,-2.8%[15.4 µM],0.2%,5.0%,-8.5%
CC(C)(C)NC(=O)C(c1ccco1)N(Cc1ccc2c(c1)OCO2)C(=O)Cn1nnc2ccccc21 (stereo not given),3.3%,-1.8%,nt,-1.8,1.0%,0.8%,-2.5%,-3.7%
O=C(O)C1(P(=O)(c2ccc(Cl)cc2)c2ccc(Cl)cc2)CCCC1,-1.4%,9.5%,8.8,-2.1,-1.7%,-0.6%,-3.4%,-3.9%
O=C(COc1ccc(Nc2ccccc2)cc1)Nc1ccncc1,-18.4%,7.0%,-12.7,-4.9,0.2%,-9.5%,-5.6%,-14.7%
CCc1nc2c(OCCC3CCCCC3)cccn2c1N(C)C(=O)CC(C)C,-12.7%,-11.8%,?,0.4,nt,-8.8%,-28.9%,-1.9%
CN1CCN(NC(=O)/C=C/c2ccc(Br)cc2)CC1,-9.1%,-5.3%,1.0,-2.4,-2.3%,0.4%,-6.0%,-13.3%
COC(=O)c1ccc(NC(=O)CSc2nn3c(=O)c(C)nnc3s2)cc1,5.5%,1.8%,1.0,-1.1,1.7%,5.7%,12.5%,-2.0%
C[C@@H]1CC=C[C@H]2[C@H]1C(=O)N(Cc1ccccc1)[C@H]2c1ccoc1,-6.5%,-2.2%,-6.5,-3.0,0.2%,-2.8%,?,-24.6%
Cc1ccc(N2CCN(/N=C/c3sccc3C)CC2)cc1,-4.0%,2.3%,nt,0.3,1.0%,0.8%,1.9%,-6.8%
CN(Cc1ccccc1)C(=O)COc1ccc(C(C)(C)C)cc1,-27.4%,-6.1%,11.2,-0.5,-0.1%,-6.2%,-14.1%,0.0%
CCc1c(C)nc(SCCOc2ccc(OC(C)C)cc2)[nH]c1=O,-14.6%,-3.6%,-3.0,-1.2,2.6%,-13.7%,-8.0%,-10.9%
Cc1ccc(S(=O)(=O)N2CCOCC2)cc1C(=O)OCC(=O)NC1CCCC1,-1.4%,-6.2%,-1.2,0.5,2.0%,2.7%,0.4%,-3.0%
COc1ccc(COCC(O)CN2CCOCC2)cc1OC (stereo not given),6.7%,-3.7%,-8.0,-1.7,1.0%,-9.9%[57.1 µM],11.1%,-3.8%
CCOc1ncccc1C(=O)N(CC)CC(=O)Nc1ccc(NC(C)=O)cc1,-7.2%,2.8%,3.3,0.9,1.9%,1.6%,-1.1%,-6.3%
CCOC(=O)c1c(NC(=O)CN2C(=O)NC3(CCCC3)C2=O)sc(C)c1CC,-11.5%,4.3%,16.7,1.8,-3.2%,-8.3%,-18.2%,-7.4%
Cc1sc2ncnc(SCC(=O)N(C)C3CCS(=O)(=O)C3)c2c1C (stereo not given),4.5%,2.6%,-6.7,-0.7,-3.8%,-9.2%,3.4%,1.6%

Continuation:
molecule,EPAC1 antagonist,EPAC1 agonist,PI5P4Ka inh,CCT modulator,Mm-Cpn inhibitor,WRN inhibitor,EPAC2 antag,PLK1 PBD block
NNC(=O)COc1ccc(C(F)(F)F)cc1,-8.0%,-9.5%,2.6,0.3,2.0%,-1.9%,5.1%[57.1 µM],-5.2%
CC(O)C(O)C(O)C(O)/C=N/NC(=O)c1ccccc1 (stereo not given),11.8%,13.2%,1.4,-0.5,-1.0%,-13.3%[57.1 µM],7.1%,-9.2%
CCN(Cc1ccncc1)C(=S)Nc1ccccc1C,1.6%,3.5%,6.2,-2.7,nt,1.7%,5.3%,-0.7%
CCC(Sc1nc2cc(OC)c(OC)cc2c(=O)n1CCc1ccc(S(N)(=O)=O)cc1)C(=O)NCCOC (stereo not given),-28.5%,-8.1%,-3.6,0.5,0.5%,-12.6%,-3.8%,0.4%
O=C1CN=C(Nc2ccccc2Cl)N1Cc1ccc2c(c1)OCO2,-0.6%,6.1%,-3.3,-1.3,-0.7%,-6.9%,4.7%,-28.0%
Cc1ccnc2nc(NC(=O)c3ccco3)nn12,-8.7%,0.7%,-3.3,-0.5,-0.4%,1.8%,-1.3%,4.4%

Complete entries, looked up by structure. Screens in order: EPAC1 antagonist	EPAC1 agonist	PI5P4Ka inh	CCT modulator	Mm-Cpn inhibitor	WRN inhibitor	EPAC2 antag	PLK1 PBD block
Shown for CC(O)C(O)C(O)C(O)/C=N/NC(=O)c1ccccc1 (stereo not given) : 11.8%	13.2%	1.4	-0.5	-1.0%	-13.3%[57.1 µM]	7.1%	-9.2%
Shown for NNC(=O)COc1ccc(C(F)(F)F)cc1 : -8.0%	-9.5%	2.6	0.3	2.0%	-1.9%	5.1%[57.1 µM]	-5.2%
